# Vif imaging = blocks HIV Vif function. HEK293T cells, Vif self-association by quenched fluorescence, imaging, 24 h. AID 602346. hit rate 0.35% among 340,000. inhibition, % at 7.49 µM; in the data active = inhibition above about 50%, passing the limit was not always enough; note: some results filed as inactive read as strong as hits
# HIF-2a inh = inhibitors of HIF-2a. 786-0 RCC cells HIF-2a reporter, luciferase luminescence, overnight. hit rate 0.72% among 360,000. inhibition, % at 18.8 µM;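 active = inhibition of the luminescence signal of 40% or more relative to plate controls, in a single-dose primary screen at 18.75 µM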
# PDI inh = PDI (human) enzyme inhibition; PDI insulin aggregation turbidity, A650, 90 min; inhibition, % at 10 µM; hit rate 0.052% among 350,000; AID 588391;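 active = mean inhibition across replicates of 30% or more, whatever share of single replicates reach that level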;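 note: absorbance from insulin aggregation driven by PDI reduction with DTT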
# Target sequence (P07237 whole entry, looked up): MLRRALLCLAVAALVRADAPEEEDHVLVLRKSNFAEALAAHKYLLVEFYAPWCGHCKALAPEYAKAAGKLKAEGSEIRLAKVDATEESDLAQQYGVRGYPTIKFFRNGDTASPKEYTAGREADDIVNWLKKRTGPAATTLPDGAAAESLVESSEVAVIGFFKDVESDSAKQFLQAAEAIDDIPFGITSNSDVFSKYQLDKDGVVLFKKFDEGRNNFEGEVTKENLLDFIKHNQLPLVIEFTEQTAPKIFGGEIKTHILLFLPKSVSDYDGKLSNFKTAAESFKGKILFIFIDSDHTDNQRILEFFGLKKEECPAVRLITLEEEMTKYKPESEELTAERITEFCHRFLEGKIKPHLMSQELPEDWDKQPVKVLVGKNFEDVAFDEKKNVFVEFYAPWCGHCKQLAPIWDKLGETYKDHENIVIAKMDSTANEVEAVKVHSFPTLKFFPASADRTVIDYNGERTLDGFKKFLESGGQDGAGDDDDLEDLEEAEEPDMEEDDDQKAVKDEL
# Granule exo inh = lytic granule exocytosis inhibition | TALL-104 LAMP-1 surface exposure, flow cytometry; cells stimulated with thapsigargin and PMA | inhibition, % at 10 µM | hit rate 0.66% among 360,000;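 active = inhibition above about 55%, limit read from the data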
# NR2E3 ag-1 = human photoreceptor-specific nuclear receptor agonism; Q9Y5X4; inhibition of corepressor binding, % at 3.98 µM; CHO-S Gal4-NCOR/VP16-NR2E3 two-hybrid, luciferase; AID 602229; hit rate 0.35% among 360,000;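 active = inhibition above the mean of all tested compounds plus 3 SD, cut at about 70% in these data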;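 note: 0% = DMSO with NR2E3 transfected cells and 100% = cells lacking NR2E3 construct; higher means lower luciferase signal from less NR2E3 corepressor binding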
# Target sequence (Q9Y5X4 whole entry, looked up, the tested form may be a part): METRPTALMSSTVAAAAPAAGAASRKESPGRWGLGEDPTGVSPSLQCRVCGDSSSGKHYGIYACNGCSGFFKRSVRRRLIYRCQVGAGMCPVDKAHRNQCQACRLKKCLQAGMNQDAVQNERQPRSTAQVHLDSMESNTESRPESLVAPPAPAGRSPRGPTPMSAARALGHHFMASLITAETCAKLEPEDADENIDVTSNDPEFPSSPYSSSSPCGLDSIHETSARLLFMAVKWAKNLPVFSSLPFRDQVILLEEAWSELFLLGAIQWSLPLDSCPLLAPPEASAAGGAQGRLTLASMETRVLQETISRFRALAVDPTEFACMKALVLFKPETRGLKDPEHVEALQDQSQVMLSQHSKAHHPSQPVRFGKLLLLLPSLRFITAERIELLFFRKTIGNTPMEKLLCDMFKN
# aDG glyco act = increases alpha dystroglycan glycosylation. Pro5-aDG cells, alpha-DG glycosylation AlphaScreen (IIH6); 0% Pro5, 100% B10-LARGE cell signal. activation, % at 10 µM. hit rate 0.22% among 360,000. AID 624168;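 active = activation of at least 8% versus controls, or a plate z-score of at least 8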;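 note: Pro5 are CHO cells carrying HIG-tagged alpha-DG that lacks glycosylation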
# MITF TRPM1 inh = reduces MITF-dependent TRPM1 promoter luciferase signal; SK-MEL-5 TRPM1 promoter luciferase, 24 h; inhibition, % at 12.5 µM; hit rate 0.83% among 330,000; AID 488899;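 active = mean inhibition across replicates of 60% or more, whatever share of single replicates reaches that level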; note: values of inactives mirror those of a sister screen read the other way
# hiPSC survival = enhancers of human iPSC single-cell survival. survival enhancement, % at 20 µM. hiPSC single-cell survival, ATPlite luminescence; 100% = ROCK inhibitor wells, 0% = DMSO. hit rate 0.044% among 360,000; in the data active = survival enhancement above about 18%;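 note: cells exposed to compounds for 16 hours before the ATP read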
# CaV13 ICDI inh = Primary screen for inhibitors of IQ motif and Ca2+-dependent inactivation inhibitor domain binding in CACNA1D, Förster resonance energy transfer in living cells, …. HEK cells, CFP/YFP FRET ICDI-IQ, plate reader, 10 min; percent FRET-ratio fall versus neutral wells. inhibition, % at 12.3 µM. hit rate 0.098% among 340,000. AID 743397;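 active = mean replicate inhibition of at least 30% and at least 1% of replicates passing that level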;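 note: 0% = median of the neutral control wells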
# Peg3 prom inh = inhibitors of Peg3 promoter | inhibition, % at 20 µM | AID 588405 | HeLa PEG-Prom luciferase reporter, luminescence, overnight | hit rate 1.7% among 360,000;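 active = inhibition of at least 50% at 20 µM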
# NR2E3 ag-2 = agonists of human nuclear receptor NR2E3; hit rate 0.12% among 320,000; inhibition of corepressor binding, % at 4.78 µM; Q9Y5X4; AID 2300; GST-NR2E3/biotin-RetCOR TR-FRET, 1536-well;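 active = percent inhibition above the cutoff of mean plus 3 SD of all tested compounds, set per screening campaign, cut at about 20% in these data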;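 note: 0% = DMSO wells and 100% = biotin wells as full block of FRET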
#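 Material – GST-tagged NR2E3 plus biotinylated RetCOR corepressor · Quantity – NR2E3 fusion 1.35 nM · Times – 5 h incubation at 4 °C · Medium – pH 7.5 Tris-based buffer · Technique – TR-FRET, Eu(K)-anti-GST donor, streptavidin-D2 acceptor, ex 340, em 617/671 nm · Benchmarks – high control biotin, low control 0.6% DMSO · Format – 1536-well plates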
# * = called active by the depositor; x = not tested or not shown.
SMILES,Vif imaging,HIF-2a inh,PDI inh,Granule exo inh,NR2E3 ag-1,aDG glyco act,MITF TRPM1 inh,hiPSC survival,CaV13 ICDI inh,Peg3 prom inh,NR2E3 ag-2
Oc1c(C(Nc2cccc(C(F)(F)F)c2)c2cccnc2)ccc2cccnc12 (stereo unspecified),10,14,-3,4,-15,1.1,-25,-0.9,-5,13,0
Cc1cccn2c(=O)c3cc(S(=O)(=O)c4ccc(Br)cc4)c(=N)n(C4CCCC4)c3nc12,-9,7,14,-6,-28,-0.1,-7,-0.5,-14,9,-3
COC(=O)c1nnn(-c2nonc2N)c1CSc1nnc(N)s1,-1,18,1,0,-8,1.1,4,-0.8,-14,7,2
CCOC(=O)c1c(C)[nH]c(C(=O)N2CCC(C(=O)OCC)CC2)c1C,x,10,8,0,1,0.0,5,-0.4,-2,5,1
COC(=O)C(NC(C)=O)(Nc1nc2c(s1)CCCC2)C(F)(F)F (stereo unspecified),5,7,3,-3,-32,-0.2,3,4.4,-6,2,-1
Nc1c(N(Cc2ccco2)C(=O)c2ccc(Cl)cc2)c(=O)[nH]c(=O)n1Cc1ccccc1,-5,16,19,1,-7,0.2,6,-0.6,-4,-7,0
O=C(O)c1ccc(COc2ccc(CO)cc2Cl)cc1,8,-103,-3,-3,-57,-0.2,-36,3.4,-6,-94,2
CC(C)c1nnc(NC(=O)CCc2ccccc2)s1,-9,-103,-5,8,-3,0.0,-28,0.5,-4,-131,0
CCOc1ccccc1/C=C(\NC(=O)c1ccccc1)C(=O)NCCC(=O)O,6,-37,-6,-2,-15,-0.1,-3,0.9,-4,-17,-3
O=C(N[C@@H](Cc1ccccc1)C(=O)N1CCC2(CC1)NCCc1[nH]cnc12)c1cccc(F)c1,-7,9,3,5,-27,-0.1,0,0.9,-8,-4,-2
CC(=O)Nc1ccc(S(=O)(=O)Nc2cccc(N(C)S(C)(=O)=O)c2)cc1,-3,19,6,0,-9,-0.1,11,4.1,-5,9,1
NNc1nc(-c2ccccc2)c2cc(Br)ccc2n1,x,32,0,-22,-32,0.1,4,-0.3,-18,3,-1
CN(C(=O)c1ccc(S(=O)(=O)N2CCCC2)cc1)C1CCCCC1,-6,10,5,3,-11,0.2,16,-1.6,x,12,2
COc1cccc(CNC(=O)c2ccccc2NC(=O)C2=C(C)OCCS2)c1,-2,7,-3,-6,9,0.2,-6,-0.5,-4,19,2
Cc1nc(N)nc(N)c1-c1ccc([N+](=O)[O-])cc1,25,19,5,3,-10,-0.3,12,-1.1,-5,19,x
Cc1cccc(C(=O)Nc2cccc(C(=O)N/N=C/c3ccccn3)c2)c1,-4,-13,-3,-13,-23,0.1,9,0.2,-2,-5,0
O=C(Nc1cccc(S(=O)(=O)N2CCCCC2)c1)c1ccc([N+](=O)[O-])o1,-5,64*,0,-1,9,0.3,80*,-0.7,-7,53*,-3
Cc1onc(-c2c(Cl)cccc2Cl)c1C(=O)Nc1ccc(C(N)=O)cc1,0,-6,-7,6,-10,-0.2,-7,-0.2,-3,-20,3
Cc1ccc(NC(=O)C(C)Sc2nnc3ccccn23)cc1 (stereo unspecified),-6,-23,0,-2,17,1.4,-6,0.0,-5,-10,x
COc1ccc(S(=O)(=O)N2CCCCCC2)cc1C(=O)N(C)Cc1ccc(C(C)(C)C)cc1,-4,22,19,9,3,0.3,13,-0.4,-12,22,x
CCc1ccccc1NC(=O)CN(C)S(=O)(=O)c1ccc2c(c1)c(=O)n(C)c(=O)n2C,25,8,-8,-2,14,-0.3,x,3.5,-7,11,-1
CCc1nnc(NC(=O)CSc2nnc3c(C)cc4c(C)ccc(C)c4n23)s1,2,12,11,-2,-28,-0.1,20,1.8,-2,29,2
OCCCc1nc2n(n1)C(c1ccccc1)C=C(c1ccccc1)N2 (stereo unspecified),11,2,0,-1,-19,-0.4,-10,-2.0,x,8,2
COCCNC(=S)Nc1ccc(S(=O)(=O)Nc2ncccn2)cc1,9,19,5,14,23,0.5,-5,-0.9,-6,23,3
CCOc1cc(C(=O)Nc2cccc(C(C)=O)c2)ccc1OCC(=O)N1CCCCC1,-4,13,-1,-1,6,-0.5,-6,0.0,-4,31,3

# Some of these compounds in order of the Granule exo inh value, ascending.
Molecule | Granule exo inh
Cc1cccn2c(=O)c3cc(S(=O)(=O)c4ccc(Br)cc4)c(=N)n(C4CCCC4)c3nc12 | -6
CCc1nnc(NC(=O)CSc2nnc3c(C)cc4c(C)ccc(C)c4n23)s1 | -2
COC(=O)c1nnn(-c2nonc2N)c1CSc1nnc(N)s1 | 0

# Profiles, quoted from the list. Order of values: Vif imaging | HIF-2a inh | PDI inh | Granule exo inh | NR2E3 ag-1 | aDG glyco act | MITF TRPM1 inh | hiPSC survival | CaV13 ICDI inh | Peg3 prom inh | NR2E3 ag-2
# `NNc1nc(-c2ccccc2)c2cc(Br)ccc2n1` across the screens: x | 32 | 0 | -22 | -32 | 0.1 | 4 | -0.3 | -18 | 3 | -1
# `OCCCc1nc2n(n1)C(c1ccccc1)C=C(c1ccccc1)N2` (stereo unspecified) across the screens: 11 | 2 | 0 | -1 | -19 | -0.4 | -10 | -2.0 | x | 8 | 2
# `COc1cccc(CNC(=O)c2ccccc2NC(=O)C2=C(C)OCCS2)c1` across the screens: -2 | 7 | -3 | -6 | 9 | 0.2 | -6 | -0.5 | -4 | 19 | 2
# `O=C(O)c1ccc(COc2ccc(CO)cc2Cl)cc1` across the screens: 8 | -103 | -3 | -3 | -57 | -0.2 | -36 | 3.4 | -6 | -94 | 2
# `Cc1cccc(C(=O)Nc2cccc(C(=O)N/N=C/c3ccccn3)c2)c1` across the screens: -4 | -13 | -3 | -13 | -23 | 0.1 | 9 | 0.2 | -2 | -5 | 0

# The listing picks up with the 3 entries that preceded the break.
SMILES,Vif imaging,HIF-2a inh,PDI inh,Granule exo inh,NR2E3 ag-1,aDG glyco act,MITF TRPM1 inh,hiPSC survival,CaV13 ICDI inh,Peg3 prom inh,NR2E3 ag-2
OCCCc1nc2n(n1)C(c1ccccc1)C=C(c1ccccc1)N2 (stereo unspecified),11,2,0,-1,-19,-0.4,-10,-2.0,x,8,2
COCCNC(=S)Nc1ccc(S(=O)(=O)Nc2ncccn2)cc1,9,19,5,14,23,0.5,-5,-0.9,-6,23,3
CCOc1cc(C(=O)Nc2cccc(C(C)=O)c2)ccc1OCC(=O)N1CCCCC1,-4,13,-1,-1,6,-0.5,-6,0.0,-4,31,3
CC1(C)C(=O)C2(CCCCC2)C(=O)OC1c1cccc([N+](=O)[O-])c1 (stereo unspecified),6,20,-13,-1,5,-0.4,-4,4.0,-1,17,3
O=C(NCc1cn(-c2ccccc2)nc1-c1ccccc1)c1cccc([N+](=O)[O-])c1,-3,-67,-12,2,-23,0.0,-15,-2.3,2,-33,1
Cc1ccc(C)c(C(=O)CCC(=O)OCn2nnc3ccccc3c2=O)c1,x,2,2,-2,21,-0.2,-3,11,-3,-1,3
CC(C)(c1ccccc1)c1ccc(OCC2CO2)cc1 (stereo unspecified),11,-48,6,56*,-22,-0.1,-4,-0.5,-7,-12,-2
CC(=O)O[C@H]1[C@H](O)[C@H](Oc2c(O)c(C)c3c4c2[C@@H](C)CC[C@@H]4[C@@H](C)C[C@H]3C=C(C)C)O[C@@H](C)[C@H]1O,6,-1,-1,5,-15,-0.2,10,4.2,x,20,x
CCC1(c2ccccc2)NC(=O)N(CC(=O)NCc2ccccc2OC)C1=O (stereo unspecified),15,13,4,4,-27,0.1,16,-0.3,-4,15,4
CCNS(=O)(=O)c1ccc(C(=O)OCC(=O)N2CCCc3ccccc32)cc1,-5,2,-5,8,15,-0.1,4,0.9,-2,15,3
Cc1noc(NS(=O)(=O)c2ccc(NC(=O)CSc3nc4c(cc3C#N)CCCC4)cc2)c1C,8,-1,-6,-3,-7,0.0,5,3.7,17,-2,-2
CCOC(=O)Cn1cnc2c(nnn2-c2cccc(Cl)c2)c1=O,-9,7,6,8,-20,-0.1,7,-0.2,-19,-4,-2
Cc1ccc(-c2nc(S(=O)(=O)c3ccc(C)cc3)c(SCC(=O)NCC3CCCO3)o2)cc1 (stereo unspecified),3,10,-7,2,-10,0.1,7,-0.4,-2,16,-3
CC(=O)Nc1ccc(NC(=O)c2nc(S(=O)(=O)Cc3cccc(C)c3)ncc2Cl)cc1,0,-23,13,-5,11,-0.3,49,4.7,-7,102*,-1
Cc1ccc(OCC(=O)N2c3ccccc3CC2C)c([N+](=O)[O-])n1 (stereo unspecified),14,-2,0,-1,-6,0.2,5,-1.0,-2,-4,3
COc1ccc(NC2CCCN(C(=O)c3cn(C)c4ccccc34)C2)cc1 (stereo unspecified),2,7,7,-1,-15,0.3,7,-0.4,-7,11,-2
COc1ccccc1NS(=O)(=O)c1ccc2[nH]c(=O)[nH]c2c1,0,20,7,-9,-15,-0.1,6,-0.7,-20,21,1
Cc1ccc(NC(=O)c2ccc(S(=O)(=O)N(C)c3ccccc3)cc2)cc1S(=O)(=O)N1CCOCC1,-41,25,4,7,8,-0.4,3,0.1,-6,4,x
O=[N+]([O-])c1ccc(Cl)c(NC(=S)N2CCCC2)c1,19,-105,-3,-6,-21,-0.1,-28,1.7,-3,-96,1
Cc1onc(-c2c(Cl)cccc2Cl)c1C(=O)NN1CCCCCC1,-2,10,0,-10,-24,-0.1,6,0.1,-5,-9,-2
COc1ccc(Oc2nc3ccccc3n(C)c2=O)cc1,6,6,2,-3,5,-0.2,5,1.3,-4,-10,0
O=C1NC(c2ccccc2)C(C(=O)c2cccs2)=C1O (stereo unspecified),-2,-8,-4,0,-31,-0.3,-2,2.9,-5,0,0
COc1ccc(N(CC(=O)NN=C2CCCCCCC2)S(=O)(=O)c2ccccc2)cc1,1,4,-4,-1,-10,0.0,2,-1.6,-8,2,3
C=C(C)COc1ccc(-c2nc(N)ncc2-c2ccc(Br)cc2)c(O)c1,-5,15,8,-7,-34,0.2,17,-0.6,-4,-4,-2
Cc1oc2c(C)c3oc(=O)c(CCC(=O)NCCCn4ccnc4)c(C)c3cc2c1C,-4,1,x,4,13,0.4,-16,-1.7,x,-23,-1
Cc1cccc(C(=O)O/N=C(/c2ccccc2)c2ccncc2)c1,0,6,3,-22,-3,-0.1,3,0.2,-5,-1,0
CCOc1ccc(Cn2ccnc2CCl)cc1[N+](=O)[O-],15,-1,-4,-6,-14,0.3,-4,-3.6,x,10,-2
CC1CC(C)(C)NC(=S)N1CC(=O)NCc1ccc2c(c1)OCO2 (stereo unspecified),-4,10,0,-3,-27,0.0,12,1.4,-1,12,1
